Hsp70 displacement – Hsp70 inhibitors, probe displacement, primary screen, biochemical, fluorescence polarization (AID 583); Hsp70 fluorescence polarization probe displacement, mP; higher % means a stronger effect; 140,000 compounds, 0.06% hits; one-dose displacement, % at 20 µM; IC50 in µM for titrated hits; in the data active = displacement above about 50%;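 also: plate controls were vehicle for no effect and reference ligand for full effect; a part of the inactive calls stands beside numbers as strong as those of hits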
MKP-3 inhibition – MKP-3 phosphatase inhibitors, primary screen, biochemical, rat enzyme, in vitro (AID 425); recombinant MKP-3 phosphatase activity, fluorescence; higher % means a stronger effect; inhibition, % at 20 µM, or IC50 in µM where a hit was titrated; 110,000 compounds, 0.17% hits; in the data active = inhibition above about 50%;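 also: plate controls were vehicle for no effect and reference inhibitor for full effect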
Numbers without * were called inactive; x = no result given; & = joins results of further samples; ! = a repeat was not active. This is a subset (hit frequency here may not be typical).

Structure,Hsp70 displacement,MKP-3 inhibition
COc1ccc(C2CC(C(F)(F)F)n3ncc(C(=O)NCCc4ccccc4)c3N2)cc1OC (stereo not drawn),-3.3%,-2%
O=C(O)c1cc(-c2ccccc2)c(N2CCOCC2)s1,-1.2%,6%
O=C(COc1ccccc1Cl)NNC(=O)c1cccnc1,3.7%,0%
COc1ccc(C2CC(O)(C#Cc3ccccc3)C(C)C(c3ccc(OC)cc3)N2)cc1 (stereo not drawn),-4.2%,9%
CCCn1c2c(c(O)c(C(=O)Nc3ccccc3)c1=O)CCCC2,-3.9%,-4%
CCN(CC)c1nc(-c2nn[nH]n2)nc(N(CC)CC)n1,-4.5%,0%
CC(=O)Nc1ccccc1N(C)S(=O)(=O)c1ccc(C)cc1,7.5%,4%
O=c1oc2ccc(Cl)cc2cc1-c1ccccc1,-6.7%,2%
N#Cc1nc(N2CCOCC2)nc(N2CCOCC2)n1,0.5%,5%
Cc1ccccc1C(=O)c1coc2ccccc2c1=O,-2.1%,4%
CC(C)NC(=O)c1ccc(OC2CSC2)cc1,-2.3%,x
CCN1C(=O)CC(N2CCN(c3ccc(C(=O)c4ccncc4)cc3)CC2)C1=O (stereo not drawn),-1.0%,x
FC(F)(F)C12CC(c3ccccc3)=NCCN1CCN2 (stereo not drawn),13%,-2%
Cc1ccc(Cc2cnc(NC(=O)c3ccco3)s2)cc1,-3.4%,x
Cc1cnc(C)c(N2CCC(C(=O)NC(C)c3cccs3)CC2)n1 (stereo not drawn),-5.4%,-3%
COCCNS(=O)(=O)c1ccc2c(c1)oc(=O)c1cc(S(=O)(=O)NCCOC)ccc12,-1.4%,1%
COCc1cc(CN2CCC(C)CC2)c(O)c2ncccc12,8.1%,10%
C=CCn1c(SCC(=O)Nc2ccccc2)nnc1-c1cccc(S(=O)(=O)N2CCOCC2)c1,9.0%,-14%
O=C(Nc1cnn(Cc2ccc(F)cc2)c1)c1cc(-c2cccs2)on1,-0.1%,-2%
CCC(NC(=S)NCc1ccccc1)C(=O)O (stereo not drawn),-0.3%,x
Cc1ccc(N2C(=O)c3ccccc3C2=O)cc1[N+](=O)[O-],5.9%,0%
NS(=O)(=O)c1ccc(CNC2CC(=O)N(c3ccc(Cl)c(Cl)c3)C2=O)cc1 (stereo not drawn),-3.5%,-1%
O=C(Nc1nccs1)c1ccc(N2C(=O)c3cccc([N+](=O)[O-])c3C2=O)cc1,13%,13%
O=C(c1ccc(S(=O)(=O)N2CCOCC2)cc1)N(c1ccccc1)C1C=CS(=O)(=O)C1 (stereo not drawn),0.3%,2%
CSCCC(NC(=O)/C(=C\c1ccc(Cl)cc1)NC(=O)c1ccccc1)C(=O)O (stereo not drawn),-2.3%,3%
COc1ccc(/C=N/Nc2nc(N3CCCC3)nc(N3CCCC3)n2)c(OC)c1,-4.6%,1%
O=C1CN=C(Nc2ccccc2Cl)N1Cc1ccc2c(c1)OCO2,-1.0%,x
Cc1csc(NC(=O)CN(C)S(=O)(=O)c2cccc3cccnc23)n1,-2.7%,-6%
CCCCOc1ccc(-c2nc(C3CCCCC3)no2)cc1,2.9%,0%
CC1=C(C(=O)Nc2ccccc2)C(c2ccccc2Br)NC(=S)N1 (stereo not drawn),5.6%,2%
OC(COc1ccccc1)Cn1cc(Br)cn1 (stereo not drawn),-1.3%,9%
Cc1cccc(CSc2ncnc3nc[nH]c23)c1,x,-7%
CCN(CC)CCCNC(=O)C1c2ccccc2C(=O)N(C)C1c1ccc(OC)cc1 (stereo not drawn),-0.8%,2%
Cc1cc(C)nc(NS(=O)(=O)c2ccc(NC(=O)c3cccs3)cc2)n1,x,-1%
CCCOC(=O)c1c(-c2ccc(Cl)c(Cl)c2)csc1N,0.6%,6%
Cc1ccc(NC(=O)c2cccc(C)c2)nc1,1.9%,3%
CCCOc1ccc(N2C(=O)CC(NCCCN3CCC(C(N)=O)CC3)C2=O)cc1 (stereo not drawn),7.4%,-2%
CC1(C(=O)O)CCC(C(=O)NC2CCCCCC2)C1(C)C (stereo not drawn),-6.0%,15%
CCC(C(=O)NC1CCCC1)N(C(=O)Cn1nnc(-c2cccs2)n1)c1cnc2ccccc2c1 (stereo not drawn),-5.1%,x
O=C(Nc1cccc2nsnc12)c1ccc(-c2cccc(Cl)c2)o1,-11%,1%
Cc1nn(-c2ccccc2)c2sc(-c3nnc(SCC(=O)O)o3)cc12,-1.7%,x
O=C(N/N=C/c1cccc([N+](=O)[O-])c1)C1COc2ccccc2O1 (stereo not drawn),1.2%,-3%
COc1ccc(C(=O)N2CCN(C(=O)c3cccs3)CC2)cc1,-6.2%,3%
COC(=O)c1ccc(NC(=O)C2C3CCC(C3)C2C(=O)O)cc1 (stereo not drawn),-0.6%,-12%
NC(=O)C1CCN(Cc2c(O)ccc3ccccc23)CC1,4.5%,24%
O=C(NCc1ccco1)c1ccccc1NS(=O)(=O)c1ccc2c(c1)OCCO2,-2.4%,-11%
COc1ccc(F)cc1CN1CCN(C(=O)CCC(=O)Nc2nnc(C(C)C)s2)CC1,-6.2%,4%
CC1(C)CC(=O)C2=C(C1)N(Cc1cccnc1)C(=O)C2(NC(=O)C1CC1)C(F)(F)F (stereo not drawn),5.2%,-4%
CCCCn1c(NC(C)CC)nc2c1c(=O)[nH]c(=O)n2C (stereo not drawn),0.9%,1%
O=[N+]([O-])c1ccc2c(c1)S(=O)(=O)N=C2Nc1cccnc1,3.4%,-6%

Other results:
Structure,Hsp70 displacement,MKP-3 inhibition
COc1ccc(C(=O)Nc2ccccc2)cc1NC(=O)c1ccc(Cl)c(Cl)c1,3.0%,-2%
CCOc1ccc(C(=O)Nc2ccc3c(c2)OCCO3)cc1OC,7.4%,-8%
COc1ccccc1NC(=O)Cn1cc(C#N)c2ccccc21,-1.4%,x
Nc1nc(N2CCOCC2)nc2ccccc12,2.0%,-2%
CCOC(=O)c1c(N)sc2c1CCC(c1ccccc1)C2 (stereo not drawn),0.9%,4%
Cc1[nH]c2ccc(C(=O)O)cc2c1C,2.4%,x
O=C(Nc1ccc(OC(F)(F)F)cc1)c1ccc2c(c1)OCCO2,-5.4%,4%
Cc1csc(SCC(=O)Nc2cc(C(C)(C)C)nn2-c2ccccc2)n1,2.6%,-10%
CC(=O)Oc1ccc2c(c1)oc(=O)c1c3cc(OC(C)=O)c(OC(C)=O)cc3oc21,0.6%,0%
O=C(c1cc(F)c(F)cc1Cl)N1CCCCC1,14%,-2%
Cc1occc1C(=O)NCCCc1ccccc1,2.3%,-5%
COc1cc(C(=O)NCCc2cn3ccc(C)cc3n2)cc(OC)c1OC,x,-5%
COc1cccc(CNc2ccc(F)c(Cl)c2)c1OC,-4.1%,x
Cc1[nH]c2ccc(F)cc2c(=O)c1SC(F)(F)C(F)F,6.5%,6%
COc1ccc(N2C(=O)/C(=C\c3ccc4ccccc4c3)SC2=S)cc1,-0.6%,-5%
CCOc1ccc(NC(=O)CC2S/C(=N\N=C(/C)c3ccc(F)cc3)NC2=O)cc1 (stereo not drawn),0.4%,0%
CCN(CC)S(=O)(=O)c1cc(C(=O)NCc2ccccc2)ccc1Cl,-4.0%,3%
CC(C)c1ccc(CN2CC(C(=O)O)CC2=O)cc1 (stereo not drawn),2.5%,x
CCOc1ccc(N(CC(=O)NC(C)CC)S(=O)(=O)c2ccc(Br)cc2)cc1 (stereo not drawn),-7.7%,5%
Oc1ccc(N=Cc2ccc(O)c(O)c2)cc1,2.8%&8.6%,69%*!
COc1cccc(NC(=O)n2nc(N)cc2-c2ccc(Cl)cc2)c1,-3.9%,-5%
CC1CCC2(CC1)NC(=O)N(Cc1nc(-c3ccccc3)no1)C2=O (stereo not drawn),7.0%,-6%
CCNC(=O)CN(c1ccc(C)cc1)S(=O)(=O)c1ccccc1,0.4%,x
CN(C)c1ccc(-c2nc3cc(NC(=O)c4cccc(Br)c4)ccc3o2)cc1,-0.7%,1%
O=C(NC1CCCCC1)c1ccc(Cn2cc(Br)cn2)o1,1.3%,-5%

Other compounds follow.
SMILES | Hsp70 displacement | MKP-3 inhibition
Cc1cnc(C(=O)OCC(=O)NCCc2ccccc2)cn1 | 2.3% | x
CC1(C)C(c2cccs2)=[N+]([O-])C2(CCCCC/C2=N\NC(N)=O)N1O (stereo not drawn) | -1.5% | x
CCCNC(=O)c1cc(SC)ccc1Cl | 2.9% | -9%
O=c1c2ccccc2nnn1CSc1nnc(Nc2ccccc2)s1 | -0.1% | 3%
COC(=O)c1ccc(NC(=O)CN2CCN(c3ccccc3C)CC2)cc1 | -3.7% | x
CN(C(=O)c1ccncc1)C1CC(C)(C)N(O)C(C)(C)C1 | -2.2% | -7%
Cn1c(=O)c2c(nc(-n3ccnc3)n2Cc2ccc(Cl)cc2Cl)n(C)c1=O | 0.0% | 1%
COc1nc(C#N)c(N2CCOCC2)o1 | -2.2% | -6%
CCCCn1nc(CC(=O)O)c2ccccc2c1=O | x | 1%
CCOC(=O)c1c(NC(=O)Cc2ccc(Cl)cc2)sc(C(=O)Nc2ccc(OC)cc2OC)c1C | 3.6% | -1%

The closing 2 records of the part before are carried over, then new ones follow:
SMILES | Hsp70 displacement | MKP-3 inhibition
CCCCn1nc(CC(=O)O)c2ccccc2c1=O | x | 1%
CCOC(=O)c1c(NC(=O)Cc2ccc(Cl)cc2)sc(C(=O)Nc2ccc(OC)cc2OC)c1C | 3.6% | -1%
Cc1occc1C(=O)Nc1nn[nH]n1 | x | -2%
C=CCN1C(=O)/C(=C\c2cc(C)n(-c3ccccc3)c2C)SC1=S | -19% | 5%
COc1ccc(C)cc1NC(=O)C1CCCN1S(=O)(=O)c1ccc2c(c1)CCC(=O)N2 (stereo not drawn) | -9.4% | 0%
CCCCCCOc1ccc(N2C(=O)CC(N3CCC(C(N)=O)CC3)C2=O)cc1 (stereo not drawn) | 2.5% | 0%
O=C(Nc1ccc(N2CCOCC2)cc1)c1cccc([N+](=O)[O-])c1 | 6.1% | -1%
CC(C)CCn1c(-c2nonc2N)nc2ccccc21 | 0.1% | x
Cn1c(SCc2ccc(F)cc2)nnc1-c1cccs1 | 0.4% | -18%
Cc1cccc(NC(=O)C2CCN(S(=O)(=O)c3cccs3)CC2)n1 | x | -2%
COc1cc(C(=O)Oc2c(CN3CCOCC3)cc(Cl)c3cccnc23)cc(OC)c1OC | x | 10%
O=C(Nc1ccccc1C(=O)N1CCOCC1)c1ccncc1 | 2.1%&-4.1% | 0%&2%
COc1ccccc1NC(=O)CNC(=O)c1ccc(F)cc1 | 6.3% | -2%
CCCCN(C)C(=O)CSc1nc(NCc2ccc(OC)cc2)c2ccccc2n1 | -0.6% | x
COC(=O)c1cc(OC)ccc1-c1ccc(OC)cc1 | -0.8% | x
CCOC(=O)C1=C(N)N(c2ccc(N3CCCCC3)cc2)C(=O)C1 | 2.5% | 3%
CCOc1cccc(-c2nn3c(-c4ccccn4)nnc3s2)c1 | 1.6% | 0%
Cc1ccc2c(c1)C(c1ccccc1[N+](=O)[O-])CC(=O)N2 (stereo not drawn) | -0.9% | 2%
O=[N+]([O-])c1ccc(S(=O)(=O)n2cccn2)cc1 | -1.7% | 2%
CCOc1cc(C=O)ccc1OCC(N)=O | 3.2% | -2%
CCN(CC)S(=O)(=O)c1ccc2c(c1)c(=O)c(C(=O)NCCOC)cn2C | 3.2% | -6%
CCCCc1cccc(C(=O)CSc2nc(C)c(C)c(C)c2C#N)c1 | 2.9% | 3%

5 entries drawn at random from those above:
SMILES | Hsp70 displacement | MKP-3 inhibition
CCOc1cc(C=O)ccc1OCC(N)=O | 3.2% | -2%
COc1ccccc1NC(=O)CNC(=O)c1ccc(F)cc1 | 6.3% | -2%
O=[N+]([O-])c1ccc(S(=O)(=O)n2cccn2)cc1 | -1.7% | 2%
Cc1ccc2c(c1)C(c1ccccc1[N+](=O)[O-])CC(=O)N2 (stereo not drawn) | -0.9% | 2%
CCOc1cccc(-c2nn3c(-c4ccccn4)nnc3s2)c1 | 1.6% | 0%

Continuation.
SMILES | Hsp70 displacement | MKP-3 inhibition
Cn1c(=O)c2cn(Cc3ccc(Cl)cc3)cc2n(C)c1=O | -1.7% | -13%
COCCn1c(COc2ccc(Cl)cc2)nnc1SCC(N)=O | 6.0% | 5%
CC(C)(C)Nc1nc(C(N)=O)nc(N2CCOCC2)n1 | 6.1% | x
O=C(Nc1cc([N+](=O)[O-])ccc1Cl)c1cc(-c2ccc(Cl)cc2)nc2ccccc12 | -2.0% | 3%
COc1cccc(N(C(=O)Cn2nnc3ccccc32)C(C(=O)NCc2ccco2)c2cccnc2)c1 (stereo not drawn) | 3.2% | -1%
CCN=C1SC(C(=O)Nc2ccc(Cl)c(Cl)c2)CC(=O)N1CC (stereo not drawn) | 4.0% | -3%
CC1=NN(c2ccc(C(=O)O)cc2)C(=O)/C1=C\c1ccc(O)cc1 | 5.5% | 3%
CCSc1nnnn1-c1ccccc1 | 1.2% | x

4 entries out of the list above, arranged by the number in MKP-3 inhibition, high to low:
SMILES | Hsp70 displacement | MKP-3 inhibition
CCCCn1nc(CC(=O)O)c2ccccc2c1=O | x | 1%
O=C(Nc1cnn(Cc2ccc(F)cc2)c1)c1cc(-c2cccs2)on1 | -0.1% | -2%
CCN(CC)S(=O)(=O)c1ccc2c(c1)c(=O)c(C(=O)NCCOC)cn2C | 3.2% | -6%
Cc1csc(SCC(=O)Nc2cc(C(C)(C)C)nn2-c2ccccc2)n1 | 2.6% | -10%

Assay outcomes: PubChem, Sanford-Burnham Center for Chemical Genomics
